# UPR CHOP act – apoptotic UPR (CHOP) activation. CHO-CHOP luciferase reporter, luminescence; percent of tunicamycin response over DMSO baseline. activation, % at 10 µM. 0.34% of 330,000 active. AID 449763;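 active means at 10 µM dose, activation of 40% or more, normalized to positive control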;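 further: 100% = tunicamycin at 10 µg/mL and 0% = DMSO alone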
#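 assay system = CHO CHOP reporter cells | amount = 500 CHO-CHOP cells per well | buffer or medium = F12 with 10% FBS | incubation = 16-18 h cell attachment, then 6 h compound exposure, 37 °C | detection = luminescence read with Steady-Glo | read-out = percent activation relative to tunicamycin control | controls = tunicamycin high control, DMSO low control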
# CXCR6 block – blocks human CXCR6 beta-arrestin recruitment. O00574. CHO-K1 PathHunter CXCR6 beta-arrestin, luminescence. inhibition, % at 20 µM. 0.36% of 360,000 active. AID 602244; in the data active means inhibition above about 34%, passing the limit was not always enough;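 further: antagonist mode with CXCL16 agonist at 10 nM final; 0% = 10 nM CXCL16 with DMSO and 100% = unstimulated wells without agonist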
# Mdm2-MdmX inh – disrupts the human Mdm2-MdmX interaction. AID 485346. inhibition, % at 8 µM. O15151+Q00987. 3% of 330,000 active. SaOS-2 split-luciferase Mdm2/MdmX complementation, luminescence;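 active means inhibition of at least 50% at 8 µM in the primary screen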
# APJ antagonist – antagonists of human APJ apelin receptor; P35414; CHO-K1 APJ beta-arrestin complementation, luminescence; inhibition, % at 20 µM; 0.32% of 330,000 active; AID 2521;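 active means inhibition above about 40% at 20 µM, limit read from the data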;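 further: cells challenged with 10 nM apelin-13 agonist together with compound; plate controls were apelin-13 plus DMSO wells for no effect and DMSO wells lacking apelin-13 for full effect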
# Target sequence (P35414 whole entry, looked up): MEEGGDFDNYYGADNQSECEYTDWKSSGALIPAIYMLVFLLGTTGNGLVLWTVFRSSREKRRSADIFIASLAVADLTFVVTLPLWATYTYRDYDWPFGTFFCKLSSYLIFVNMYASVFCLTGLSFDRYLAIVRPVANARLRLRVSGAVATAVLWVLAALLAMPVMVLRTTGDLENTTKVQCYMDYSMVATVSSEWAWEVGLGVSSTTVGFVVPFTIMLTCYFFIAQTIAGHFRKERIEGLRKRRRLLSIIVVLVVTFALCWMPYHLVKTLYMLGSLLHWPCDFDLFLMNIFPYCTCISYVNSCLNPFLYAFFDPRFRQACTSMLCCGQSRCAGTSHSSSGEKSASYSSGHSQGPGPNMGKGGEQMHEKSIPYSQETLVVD
# XBP1 UPR activ – activators of adaptive arm of unfolded protein response (XBP1). CHO-XBP1 luciferase reporter, IRE1-XBP1 UPR activation, luminescence; percent of tunicamycin response, DMSO as zero. activation, % at 20 µM. 0.33% of 330,000 active;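 active means versus positive control, 20 µM dose yields 30% or more activation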;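 further: 100% = tunicamycin at 10 µg/mL and 0% = DMSO only wells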
#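 Material: CHO cell line with stable XBP1 luciferase reporter; schedule: 16-18 h cell attachment at 37 °C, then 6 h compound exposure; signal: glow luminescence from Steady-Glo reagent; medium: serum-containing F12 medium, 10% FBS; benchmarks: tunicamycin 10 µg/mL and vehicle-only wells; read-out: percent activation relative to tunicamycin reference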
# EBI2 block – blocks human EBI2 receptor beta-arrestin signaling; P32249; EBI2 beta-arrestin recruitment, luminescence, 7a,25-OHC stimulated; inhibition, % at 5 µM; 0.81% of 360,000 active; AID 651636; in the data active means inhibition above about 38%;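 further: enzyme fragment complementation signal reports receptor beta-arrestin coupling in cells; 0% = agonist plus DMSO wells and 100% = wells without agonist; some results beyond the cut were filed as inactive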
# Target sequence (P32249 whole entry, looked up, the tested form may be a part): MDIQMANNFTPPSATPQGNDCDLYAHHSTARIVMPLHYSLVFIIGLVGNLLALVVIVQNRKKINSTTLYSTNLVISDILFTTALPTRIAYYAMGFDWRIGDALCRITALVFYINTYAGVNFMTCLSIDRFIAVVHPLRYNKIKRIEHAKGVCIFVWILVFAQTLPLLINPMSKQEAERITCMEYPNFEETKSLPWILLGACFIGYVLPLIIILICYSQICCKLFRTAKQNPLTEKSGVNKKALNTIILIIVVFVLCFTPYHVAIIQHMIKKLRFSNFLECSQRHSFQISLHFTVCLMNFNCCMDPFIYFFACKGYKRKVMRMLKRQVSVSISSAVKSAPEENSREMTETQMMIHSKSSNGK
# tim23-1 inh – inhibits growth of tim23-1 mutant yeast | S. cerevisiae tim23-1 growth, BacTiter-Glo luminescence, 24 h | inhibition, % at 20 µM | 1.3% of 330,000 active;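 active means growth inhibition of the mutant yeast at or above 50%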;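 further: temperature-sensitive mutant grown at 25 °C; plate controls were DMSO-treated mutant yeast for no effect and medium wells lacking yeast for full effect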
# APJ agonist – agonists of human APJ apelin receptor; CHO-K1 APJ PathHunter beta-arrestin, luminescence; 0% DMSO wells, 100% apelin; activation, % at 20 µM; 0.11% of 330,000 active;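 active means activation more than six SD over the plate average, tested at 20 µM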;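 further: 0% = DMSO alone and 100% = apelin-13 at 10 nM; some results filed as inactive read as strong as hits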
#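 system = engineered CHO-K1 APJ arrestin reporter cells | input = 1000 cells per well | timing = overnight seeding, 90 min compound at 25 °C, 1 h detection | measured by = enzyme-fragment complementation luminescence | read-out = beta-arrestin recruitment to APJ as agonist activity, luminescent signal | control set = negative DMSO alone, positive Apelin-13 at 10 nM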
# CCR6 antagonist – blocks CCL20-driven beta-arrestin recruitment at human CCR6 | 0.49% of 340,000 active | CHO-K1 CCR6 PathHunter beta-arrestin, luminescence, CCL20-stimulated | P51684 | AID 493098 | inhibition, % at 20 µM;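 active means compounds whose inhibition of the agonist-driven luminescence signal at 20 µM reaches about 50%, limit read from the data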;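 further: cells stimulated with CCL20 at 14 nM final; plate controls were DMSO with CCL20 for no effect and DMSO without agonist for full effect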
# Target sequence (P51684 whole entry, looked up): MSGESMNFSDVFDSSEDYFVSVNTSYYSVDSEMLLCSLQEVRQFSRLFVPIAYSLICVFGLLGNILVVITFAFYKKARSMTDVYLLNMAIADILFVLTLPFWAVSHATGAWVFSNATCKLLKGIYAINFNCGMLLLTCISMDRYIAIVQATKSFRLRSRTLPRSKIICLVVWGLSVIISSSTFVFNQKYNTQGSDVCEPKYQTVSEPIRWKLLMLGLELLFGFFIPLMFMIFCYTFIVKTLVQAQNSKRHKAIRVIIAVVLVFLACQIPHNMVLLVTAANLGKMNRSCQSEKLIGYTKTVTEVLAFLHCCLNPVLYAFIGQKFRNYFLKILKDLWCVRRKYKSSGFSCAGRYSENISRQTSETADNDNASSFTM
# Numbers without * were called inactive; x = not tested or not shown. An excerpt; the hit share may differ from the screen's.
# The line under a structure holds: UPR CHOP act	CXCR6 block	Mdm2-MdmX inh	APJ antagonist	XBP1 UPR activ	EBI2 block	tim23-1 inh	APJ agonist	CCR6 antagonist
(1) O=C(c1ccccc1)N1CCCC(C(=O)N2CCCCC2)C1 (configuration not stated)
    1.0	-3.2	-2.7	21.7	-2.5	-0.4	17.4	-3.8	-0.1
(2) N#Cc1cnc(SCC(=O)N2CCCC2)nc1N
    -0.9	-4.2	14.2	-4.2	-5.0	-4.0	-10.7	-2.7	-5.8
(3) CC(C)(C)NC(=O)CN(C(=O)C1CSC(=O)C1)c1ccccc1F (configuration not stated)
    -1.0	0.1	8.3	-14.6	-3.7	-8.8	-5.0	-0.5	-4.6
(4) Cc1cc(F)ccc1S(=O)(=O)Nc1ccc(C(=O)N2CCCCC2)cc1
    1.3	-4.2	2.2	10.6	-2.7	-1.9	9.3	-2.4	2.9
(5) O=C(NC1CCC(O)CC1)C1CCN(S(=O)(=O)c2c(Cl)cccc2Cl)CC1 (configuration not stated)
    -4.0	7.5	11.2	9.3	-2.8	-3.9	8.0	2.8	0.5
(6) N#CC1(C#N)CC(C=O)=C(N)C1(C#N)CC(=O)c1ccc(F)cc1 (configuration not stated)
    1.0	2.9	1.8	-19.2	-1.3	-1.3	2.5	-0.4	25.2
(7) Cc1cccc(NC(=O)CCc2ccccc2)c1C
    -0.1	-6.8	5.1	17.6	3.3	1.6	1.4	-2.8	3.9
(8) Cc1nnsc1C(=O)N1CCCC(N2CCN(c3cccc(C(F)(F)F)c3)CC2)C1 (configuration not stated)
    5.8	0.7	15.9	1.1	-5.4	-3.3	11.2	-2.5	3.3
(9) CCCCOC(=O)Cn1c2ccc(OC)cc2c2nc3ccccc3nc21
    -0.8	-0.1	74.5*	17.8	-1.0	8.4	-28.3	-3.1	5.0
(10) COC(=O)N/N=C/c1cc(Cl)cc(Cl)c1OCc1ccccc1F
    1.9	-4.4	-25.9	15.8	-1.1	-4.4	12.1	-0.7	10.7
(11) COc1ccc(C(C(=O)NC2CCCCC2)N(C(=O)c2sc(C)nc2C)c2ccccc2C)cc1 (configuration not stated)
    0.1	8.3	12.9	11.5	7.3	18.1	18.2	-8.9	10.7
(12) C=CCn1c(=O)c2c(nc3n2CC(C)CN3Cc2ccccc2)n(C)c1=O (configuration not stated)
    0.7	-2.1	35.5	-7.1	1.4	-1.3	23.1	-4.6	1.4
(13) CCS(=O)(=O)C1=NSC2=NC(=O)/C(=C\c3ccc(OS(=O)(=O)c4ccccc4)c(OC)c3)C(=N)N21
    0.0	4.4	-19.4	9.0	0.6	1.5	8.1	1.2	4.4
(14) O=C(CCCOc1ccc(Cl)cc1Cl)Nc1cccnc1
    -0.6	2.3	-4.4	3.5	-4.3	-5.5	-172.3	-4.9	10.8
(15) Cc1ccc(C2(C)NC(=O)N(CC(=O)Nc3ccc(Cl)c(S(=O)(=O)N4CCCCC4)c3)C2=O)cc1 (configuration not stated)
    0.3	8.4	21.4	11.2	-5.4	3.8	3.8	1.5	13.1
(16) COc1ccc(NC(=O)CCS(=O)(=O)c2cccc3nonc23)cc1Cl
    1.1	7.9	8.0	2.0	-1.2	13.5	1.7	-3.7	9.5
(17) CC(=O)Nc1ccc(OC(F)(F)C(F)C(F)(F)F)c(NC(C)=O)c1 (configuration not stated)
    -0.9	-9.5	1.0	-9.7	-0.4	-1.7	0.4	-1.3	-2.3
(18) Cc1cc2ccccc2c(=O)n1CC(=O)NCC(=O)N1CCN(c2cccc(Cl)c2)CC1
    -0.7	1.5	-17.2	6.7	2.5	4.4	-2.3	-1.3	-2.5
(19) CCOC(=O)Cc1csc(NC(=O)COc2ccc(C)c(C)c2)n1
    -0.2	-1.9	17.1	-10.7	-1.3	4.6	21.6	-1.7	-3.5
(20) CC(=O)n1c(=O)c2ccccc2c(=O)n1-c1ccccc1
    1.7	-13.8	15.0	-11.0	-1.7	-3.9	24.2	-2.2	9.1
(21) Cc1ccc(OCCN(C)C(=O)C2CCC(=O)N(CCCN3CCCC3=O)C2)cc1 (configuration not stated)
    1.1	-5.8	8.8	4.5	-9.2	-7.8	5.5	0.2	-2.5
(22) NC(=O)COC(=O)CC12CC3CC(CC(C3)C1)C2
    -1.4	-9.2	-3.5	3.6	-0.9	-6.6	14.2	-2.1	0.0
(23) c1ccc(-n2cccc2)c(N2CCCCC2)c1
    -1.1	-7.4	0.9	13.1	2.3	1.5	10.4	-3.5	17.4
(24) Cc1cc(OCC(=O)Nc2ccc(Br)cc2)cc2c1C(=O)CC(C)(C)O2
    -0.1	-0.4	18.7	-14.5	0.1	17.1	13.3	-1.5	0.8
(25) COc1ccc([N+](=O)[O-])cc1NC(=O)C(C)Sc1nc(C)c(C)c(C)n1 (configuration not stated)
    -1.2	0.3	14.2	11.5	-0.6	-2.5	27.3	-0.9	4.3
(26) Cn1c(=O)c(=O)n(C)c2cc(S(=O)(=O)N3CCCC3C(=O)Nc3ccccc3F)ccc21 (configuration not stated)
    0.9	1.7	8.3	10.8	-0.4	-4.7	9.8	-1.5	14.0
(27) O=C(NC1=NCCS1)c1ccc(C(F)(F)F)cc1
    9.9	1.5	-21.3	15.4	-4.5	-7.4	19.6	-0.8	0.4
(28) O=C(NCCN1CCNC1=O)C1CCC(=O)N(CCc2ccc(Cl)cc2)C1 (configuration not stated)
    1.1	4.3	-4.3	14.3	-3.9	9.6	-10.5	1.0	4.7
(29) Cc1ccccc1OCC(=O)NC(=S)Nc1ccc2c3c(cccc13)CC2
    -1.5	-1.5	17.4	3.7	-2.6	0.5	-2.4	2.0	13.3
(30) CC(=O)N(c1ccc(Cl)cc1)c1nc(C)cc(C)c1C#N
    0.5	1.9	21.2	11.7	-1.9	-0.5	9.5	-2.3	13.1
(31) COc1ccc(N(CC(=O)N/N=C(\C)c2cccs2)S(=O)(=O)c2ccccc2)cc1Cl
    0.6	x	4.7	9.8	1.1	x	-1.5	-0.9	x
(32) CC(C)N1C(=O)C2ON(c3ccccc3)C(c3cccs3)C2C1=O (configuration not stated)
    5.8	10.8	-31.3	-4.8	-0.7	4.1	34.7	2.4	12.5
(33) CCN(CC)S(=O)(=O)c1cccc(C(=O)N/N=C/c2cc(OC)c(O)c(OC)c2)c1
    -0.3	-15.4	2.6	-21.3	-0.6	-11.3	7.1	-1.0	-21.1
(34) CNCC/C=C1/c2ccccc2CSc2ccccc21
    -1.6	4.5	44.1	-6.1	-1.3	-2.7	11.2	-3.3	-2.3
(35) Cc1cccc(N(CC(=O)NCc2ccco2)C(=O)CCC(=O)Nc2nccs2)c1C
    -1.1	1.7	10.6	3.3	-2.4	-12.0	5.8	-3.9	3.1
(36) CCOC(=O)c1sc(=NC(=O)CCSc2ccccc2)n(C)c1C
    5.6	-2.5	-75.5	-1.3	-1.4	17.1	-3.0	-1.5	3.0
(37) CCn1nc(Cc2cccc3ccccc23)c(C#N)c1N
    -0.4	4.8	16.8	0.5	-1.4	2.3	8.4	-2.2	5.7
(38) COc1ccccc1CN1CCCC(CN(CCN(C)C)C(=O)c2ccc(C)cc2)C1 (configuration not stated)
    1.5	-5.9	19.3	15.1	1.0	-9.0	0.4	-1.6	-16.1
(39) COc1ccc(CCNC(=O)c2cc(C)oc2C)cc1
    0.6	5.4	-2.4	-1.8	-2.5	4.0	21.0	0.5	-4.0
(40) O=C(NNC(=O)c1ccccc1F)c1ccco1
    1.6	1.7	-14.7	8.7	-4.3	7.9	-0.1	-0.1	0.0
(41) CC(C)(C)c1ccc(C(=O)NC(=S)NNC(=O)COc2ccccc2)cc1
    1.2	35.9	12.4	17.8	4.6	-5.8	25.2	-4.5	21.4
(42) CS(=O)(=O)N1CCN(c2ccc(Cl)cc2[N+](=O)[O-])CC1
    -0.2	-4.2	-20.9	-0.1	3.7	-4.1	11.3	-0.3	5.0
(43) COc1ccc(NC(=O)N2CCN(c3ccc([N+](=O)[O-])cc3)CC2)cc1
    0.2	-8.1	6.5	2.3	0.0	62.3*	-4.1	-2.5	-4.4
(44) CCCC1=C(C(=O)OCC)C(c2ccco2)n2ncnc2N1 (configuration not stated)
    0.8	4.6	17.4	-6.5	-2.2	-9.1	-14.1	0.5	3.9
(45) Cc1nc2ccccc2n1Cc1ccc(Cl)cc1
    4.6	2.6	18.6	3.8	-6.5	-1.9	10.1	2.8	16.8
(46) O=C1c2ccccc2C(Nc2ccccc2)N1Cc1ccc2c(c1)OCO2 (configuration not stated)
    1.1	-6.1	9.9	1.9	-2.9	7.9	27.8	-0.8	21.4
(47) Cc1ccc(/C=C2\CC(C)CC3=C2NC(=S)NC3c2ccc(C)cc2)cc1 (configuration not stated)
    0.0	-13.2	-15.1	-1.4	-2.3	4.1	31.3	-1.0	19.6
(48) COc1ccccc1CNC(=O)C1CSC2(C)CCC(=O)N12 (configuration not stated)
    0.1	-1.8	-1.4	18.5	-3.1	-0.9	-7.7	-1.8	5.2
(49) CC(=O)C[C@H]1c2cc(C(F)(F)F)ccc2S(=O)(=O)N1c1ccc(N(C)C)cc1
    2.4	2.9	34.1	-41.6	-2.4	1.3	12.1	-0.9	4.2
(50) O=c1c2ccccc2c(-c2cccc(C(F)(F)F)c2)nn1-c1ccccc1
    0.8	13.7	19.1	11.1	-4.3	-15.9	34.5	1.3	25.9
(51) C=C1C(=O)O[C@@H]2[C@H]1CC[C@H](C)[C@]1(O)CCC(=O)[C@@]21C
    4.4	-6.3	48.6	8.5	-0.6	-2.3	9.7	-3.9	4.8
(52) Clc1ccc(NCc2nncn2-c2ccccc2)cc1
    -1.1	-0.9	-2.9	-9.0	3.6	0.8	-16.2	-2.0	-6.8
(53) COc1ccc(C(=O)CCNc2ccc(C)c(Cl)c2)cc1
    -0.4	7.7	1.6	-7.0	-0.9	15.3	13.8	-2.6	1.8
(54) O=[N+]([O-])c1cccc(-c2nc(-c3ccccc3)no2)c1
    2.7	-0.8	-156.8	-17.6	1.0	6.9	1.0	-1.5	-2.8
(55) C=CCN1C(=O)C(C)(C)N(C(C)=O)c2ccccc21
    -0.7	6.9	0.8	9.9	-0.8	-2.9	8.1	-2.0	16.9

# Filtered by structure, the compounds so far with two or more sulfur atoms
# The line under a structure holds: UPR CHOP act	CXCR6 block	Mdm2-MdmX inh	APJ antagonist	XBP1 UPR activ	EBI2 block	tim23-1 inh	APJ agonist	CCR6 antagonist
(13) CCS(=O)(=O)C1=NSC2=NC(=O)/C(=C\c3ccc(OS(=O)(=O)c4ccccc4)c(OC)c3)C(=N)N21
    0.0	4.4	-19.4	9.0	0.6	1.5	8.1	1.2	4.4
(31) COc1ccc(N(CC(=O)N/N=C(\C)c2cccs2)S(=O)(=O)c2ccccc2)cc1Cl
    0.6	x	4.7	9.8	1.1	x	-1.5	-0.9	x
(36) CCOC(=O)c1sc(=NC(=O)CCSc2ccccc2)n(C)c1C
    5.6	-2.5	-75.5	-1.3	-1.4	17.1	-3.0	-1.5	3.0

# High-throughput results: PubChem BioAssay, Sanford-Burnham Center for Chemical Genomics
